UDG counter = counter-screen for AID inhibitors: uracil-DNA glycosylase inhibition | FRET deamination/UDG coupled assay, UDG read, 4 h | Potency, µM (series often up to 115 µM), without a hit: top-dose activity change, negative = inhibition, hits mostly inhibitors | 91,000 tested, 0.14% active | AID 1347430; also: nearly all actives have a fitted effect of over 65% in size
AID inhibitor = activation induced cytidine deaminase inhibition. Q9GZX7. AID deamination FRET fluorescence, UDG-coupled, 4 h. Potency, µM (series often up to 115 µM), without a hit: at the highest dose activity change, negative = inhibition, usual class: inhibitors. 91,000 tested, 0.32% active. AID 1347428; also: nearly all actives have a fitted effect of over 25% in size
Target sequence (Q9GZX7 whole entry, looked up): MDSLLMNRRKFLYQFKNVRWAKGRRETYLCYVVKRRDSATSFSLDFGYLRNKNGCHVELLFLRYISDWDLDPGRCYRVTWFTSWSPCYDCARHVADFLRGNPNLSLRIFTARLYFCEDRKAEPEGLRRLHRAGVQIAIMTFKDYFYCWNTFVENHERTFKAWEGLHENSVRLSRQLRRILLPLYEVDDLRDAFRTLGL
Active calls of the source: *; ? = inconclusive; [ ] = remark or other dose. Calls follow the shape of the dose curve; as a rule, active = well fitted curve in the direction sought with a large enough effect; inconclusive = small, poorly fitted or top-dose-only effect, or another doubt; inactive = no such curve, though single readings can be large; an effect the other way counts as inactive or inconclusive. % is scaled to controls: 0 for no effect and ±100 for the full control effect; potency is read from the fitted curve at half-maximal effect. Not all compounds are listed; the hit share may differ from the screen's.

SMILES | UDG counter | AID inhibitor
C[C@]12CCC(=O)C=C1C=C[C@@H]1[C@@H]2CC[C@@]2(C)[C@H]1CC[C@@]21CCC(=O)O1 | 3% | -15%
Cc1ccc(/C=C(/C#N)C(=O)c2ccccc2)o1 | 5% | -5%
Nc1cc(=O)[nH]c(SCc2ccccc2F)n1 | 7% | 1%
CN(C)c1cccc(C(=O)NC(c2ccccc2)c2ccccc2)c1 | 13% | -4%
C(#CCN1CCN(CC#CCOC(c2ccccc2)c2ccccc2)CC1)COC(c1ccccc1)c1ccccc1 | -10% | -12%
CCc1nn2c(=O)cc(CN3CCCCC3C)nc2s1 (stereo not drawn) | -7% | 2%
Cc1ccc(C(=O)Nc2ccc(-n3c(C)nc4ccccc4c3=O)cc2)cc1[N+](=O)[O-] | -18% | 0%
O=C(/C(=C/c1cccc(O)c1)c1nc2ccccc2s1)c1ccccc1 | 0% | 28%
Cc1ccc(NC(=O)C2(N(C)C(=O)Cc3nc(N)n[nH]3)CCCCC2)cc1 | 9% | 5%
CCOc1ccccc1NC(=O)CSc1nccn1-c1cccc(C)c1 | -17% | ?
COc1cccc(CNC(=O)N2CCN(Cc3ccc(Cl)s3)CC2)c1 | -12% | -13%
COC(=O)c1cc2oc3ccccc3c2n1Cc1ccc(C)cc1 | -4% | 4%
CCCN(Cc1cc2cc(C)ccc2[nH]c1=O)C(=O)c1cccc(Cl)c1 | -9% | -5%
O=C1CN(C(=O)COC(=O)C23CC4CC(CC(C4)C2)C3)c2ccccc2N1 | 2% | 3%
CCOc1ccc(C(=O)Nc2cccc3ccc(C)nc23)cc1Cl | 2% | -2%

Random excerpt: two entries already listed, in no set order.
SMILES | UDG counter | AID inhibitor
O=C(/C(=C/c1cccc(O)c1)c1nc2ccccc2s1)c1ccccc1 | 0% | 28%
CCOc1ccccc1NC(=O)CSc1nccn1-c1cccc(C)c1 | -17% | ?

Carrying on.
SMILES | UDG counter | AID inhibitor
CNC(=O)NC(=O)C(C)N1CCN(c2oc(C3CC3)nc2C#N)CC1 (stereo not drawn) | -9% | 8%
CCc1cccc(NC(=O)Cn2c(=O)cc(C(=O)NC)c3ccccc32)c1 | 6% | -2%
Cc1ccc(-n2ncc3c(N4CCC(Cc5ccccc5)CC4)ncnc32)cc1C | -6% | -16%
Cc1ccc(-c2ccccc2)nc1C | 14% | 3%
O=C(Nc1ccc(F)c(F)c1)c1ccc(F)c(S(=O)(=O)N2CCC3(CC2)OCCO3)c1 | 5% | 9%
Cc1ccc(Nc2ccc(S(N)(=O)=O)cc2[N+](=O)[O-])cc1 | 0% | -1%
O=C(NCCc1ccccn1)C12CC3CC(CC(C3)C1)C2 | -3% | -8%
O=C(CSc1ncccn1)Nc1nc2ccccc2s1 | 0% | 12%
Cc1ccc2c(CC(=O)Nc3ccc(S(=O)(=O)N4CCCCC4)cc3)coc2c1 | -12% | ?
Cc1ccc(/C(=N/O)c2oc3ccc4c(C)cc(=O)oc4c3c2-c2ccccc2)cc1 | -3% | -6%
CC(C)(C)OC(=O)N1CCC(c2c(C(=O)NCCc3ccsc3)cnn2-c2ccc(F)cc2F)CC1 | 52%[activator] | -19%
COc1ccc2cc(CNc3ccc(C)cc3)c(=O)n(CC(=O)Nc3cccc(C(F)(F)F)c3)c2c1 | 0% | 12%
COCCNc1nc(-c2ccc(NC(=O)C(C)C)cc2)cs1 | 13% | 4%
Cc1c(N(Cc2ccccc2F)S(C)(=O)=O)c(=O)n(-c2ccccc2)n1C | -8% | 2%
COCCc1nn2c(=O)cc(COC(=O)c3ccc4c(c3)OCO4)nc2s1 | -1% | 37%[activator]
CC(C)CC(NC(=O)Cc1c[nH]c2ccccc12)C(=O)N(C)C (stereo not drawn) | 10% | 7%
CCOc1cccc2[nH]c(C(=O)O)cc12 | -6% | -10%
CC(C)(C)C(=O)N(c1ccc(F)cc1)C1C=CS(=O)(=O)C1 (stereo not drawn) | -7% | -4%
Cc1ccc(CNc2ccc(-c3nc(-c4ccco4)no3)cc2[N+](=O)[O-])cc1 | 22% | 16%
COc1ccc(-c2ccc(N)[n+](CCCC(=O)O)n2)cc1 | 5% | 5%
CCCC(=O)Nc1nc2ccc(CCC(=O)NCc3cc(Br)ccc3OC)cc2s1 | 2% | 8%
Cn1c(=O)c2c(-c3ccccc3Cl)n(Cc3ccc(Cl)cc3)cc2n(C)c1=O | ? | ?
COc1cccc(-c2nc3c(c(SCC(=O)Nc4cccc(C)c4C)n2)Cc2c(CO)cnc(C)c2O3)c1 | -2% | 3%
CCc1cc(=O)oc2cc(OCc3nn[nH]n3)ccc12 | 2% | 5%
COc1ccc(-c2cc(=O)oc3cc(C)cc(OCC(=O)OC(C)C)c23)cc1 | 12% | -16%
Cc1nc(SCc2nc(-c3ccccc3)oc2C)[nH]c(=O)c1C | 0% | -4%
CCOC(=O)c1ccc(NC(=O)CSc2nnc(-c3cccc(Cl)c3)n2C)cc1 | -2% | 1%
Cc1ccc(NC(=O)CSc2nc(C)c(Cc3ccccc3)c(=O)[nH]2)cc1 | -4% | -20%
O=c1c2c(nc3nc(NCc4ccc(Cl)cc4)[nH]n13)CCC2 | 9% | 0%
CCOc1ccc(C2C(=O)N(C3CCCCC3)CC(=O)N2Cc2ccc(F)cc2)cc1OC (stereo not drawn) | 10%[57.5 µM] | 18%

Laid out differently: entries from further up.
SMILES	UDG counter	AID inhibitor
Cc1ccc(-c2ccccc2)nc1C	14%	3%
O=C(Nc1ccc(F)c(F)c1)c1ccc(F)c(S(=O)(=O)N2CCC3(CC2)OCCO3)c1	5%	9%
Cc1ccc(Nc2ccc(S(N)(=O)=O)cc2[N+](=O)[O-])cc1	0%	-1%
O=C(NCCc1ccccn1)C12CC3CC(CC(C3)C1)C2	-3%	-8%

In another format: entries from further up
| Molecule | UDG counter | AID inhibitor |
| --- | --- | --- |
| CCc1cc(=O)oc2cc(OCc3nn[nH]n3)ccc12 | 2% | 5% |
| COc1ccc(-c2cc(=O)oc3cc(C)cc(OCC(=O)OC(C)C)c23)cc1 | 12% | -16% |
| Cc1nc(SCc2nc(-c3ccccc3)oc2C)[nH]c(=O)c1C | 0% | -4% |
| CCOC(=O)c1ccc(NC(=O)CSc2nnc(-c3cccc(Cl)c3)n2C)cc1 | -2% | 1% |
| Cc1ccc(NC(=O)CSc2nc(C)c(Cc3ccccc3)c(=O)[nH]2)cc1 | -4% | -20% |
| O=c1c2c(nc3nc(NCc4ccc(Cl)cc4)[nH]n13)CCC2 | 9% | 0% |
| CCOc1ccc(C2C(=O)N(C3CCCCC3)CC(=O)N2Cc2ccc(F)cc2)cc1OC (stereo not drawn) | 10%[57.5 µM] | 18% |

(more compounds)
SMILES | UDG counter | AID inhibitor
O=C(CN1CCOCC1)N1CCCN(S(=O)(=O)c2ccccc2)C1c1ccccc1 (stereo not drawn) | 22% | -8%
Cc1nn(-c2ccc3nncn3n2)c2c1C(c1ccc(O)c(Cl)c1)CC(=O)N2 (stereo not drawn) | 1% | -5%
CC1CCCN(CCCNC(=O)c2ccc3c(c2)N(Cc2ccccc2F)C(=O)c2ccccc2S3(=O)=O)C1 (stereo not drawn) | -15% | ?
CCc1ccc(Sc2cc(C(=O)NCCCN3CCC(C)CC3)c3ccccc3n2)cc1 | -11% | ?
COc1ccc(N2CCN(C(=O)c3ccc4c(Cl)c5c(nc4c3)CCCC5)CC2)cc1 | 2% | 8%
COc1ccc(S(=O)(=O)NCC(c2ccco2)S(=O)(=O)c2ccc(C)cc2)cc1F (stereo not drawn) | -4% | 9%
Cc1ccc(N(CC(=O)Nc2ccc(Br)c(C)c2)S(=O)(=O)c2cccs2)cc1 | -8% | -2%
COc1ccc(N(C(=O)c2ccc(C)cc2)S(=O)(=O)c2ccc(Cl)cc2)cc1 | -1%[57.5 µM] | -25%[57.5 µM]
Cc1ccccc1CSc1nc2cc(C(=O)NC3CCCC3)ccc2c(=O)n1Cc1ccccc1 | 3% | -24%
Cc1ccc(-c2cnc(C3CC3)o2)cc1S(=O)(=O)Nc1cccc(C)c1C | -3% | -9%
CCCc1cnc2c(c1SCC(=O)Nc1ccc([N+](=O)[O-])cc1)c(=O)n(C)c(=O)n2C | 9% | 2%
CCc1nnc(NC(=O)c2nc(SCc3ccc(F)cc3)ncc2Cl)s1 | -9% | -19%
N#Cc1ccccc1COC(=O)/C=C/c1ccc(OC(F)F)cc1 | -2% | -4%
Cc1cccc(N2CCN(C(=O)C(C)n3nc(C)n4c(cc5occc54)c3=O)CC2)c1C (stereo not drawn) | -18% | ?
Cc1ccc(C(=O)c2ccccc2C(=O)OCCOc2ccc(Cl)cc2Cl)cc1 | 1% | -12%

Sorted by value in AID inhibitor (high to low): 4 of the compounds above
| SMILES | AID inhibitor |
| --- | --- |
| COc1ccc(S(=O)(=O)NCC(c2ccco2)S(=O)(=O)c2ccc(C)cc2)cc1F (stereo not drawn) | 9% |
| CCCc1cnc2c(c1SCC(=O)Nc1ccc([N+](=O)[O-])cc1)c(=O)n(C)c(=O)n2C | 2% |
| Cc1ccc(-c2cnc(C3CC3)o2)cc1S(=O)(=O)Nc1cccc(C)c1C | -9% |
| Cc1ccccc1CSc1nc2cc(C(=O)NC3CCCC3)ccc2c(=O)n1Cc1ccccc1 | -24% |

New compounds follow
SMILES | UDG counter | AID inhibitor
Cc1ccc(N=C/C(C(=O)C(F)(F)F)=C(\O)c2cccs2)cc1C | -7% | 4%
O=C(O)c1cccc(-c2cccc(F)c2)c1 | -1% | -5%
CCc1ccc(C(CNS(=O)(=O)c2cccs2)N(C)C)cc1 (stereo not drawn) | -9% | -6%
Cc1cccc(Cn2c(=O)n(CCc3ccccc3)c(=O)c3c(C)c(C)sc32)c1 | -8% | 1%
Cc1ccc(-n2c(SCC(=O)O)nc3sc4c(c3c2=O)CCCC4)cc1 | -7% | 9%
COc1ccc(NC(=O)CN(C)S(=O)(=O)c2ccc3c(c2)CCCN3C(C)=O)cc1Cl | -10% | 5%
COC(=O)NCC(=O)NC(c1ccccc1)C(C)C (stereo not drawn) | -5% | 2%
CC(=O)Oc1cccc(C(=O)Nc2cc(Cl)ccc2O)c1 | 3% | -3%
Cc1sc2c(c1C)c(=O)n(Cc1ccccc1)c(=O)n2Cc1ccc(F)cc1 | 20% | 15%
COC(=O)c1ccc(COc2ccccc2Cc2ccccc2)o1 | -7% | -4%
Cc1cc2oc(=O)cc(CN3CCN(c4ccccc4O)CC3)c2cc1Cl | 1% | -5%
CCc1ccc(S(=O)(=O)c2cn(C)c3cc(OC)c(OC)cc3c2=O)cc1 | -16% | 2%
Cc1ccc(NC(=O)Cn2nnc(-c3nc(-c4ccncc4)no3)c2N)c(C)c1 | -4% | 5%
CCOc1ccc(-c2nc(CNC(=O)Nc3ccc(Cl)cc3)c(C)o2)cc1 | 44%[activator] | -8%
NC(=O)C(c1ccccc1)(c1ccccc1)c1ccccc1 | -2% | 3%
Cc1ccc(Nc2nnc(SCC(=O)NC(C)(C)C)s2)cc1C | 9% | 5%
COC(=O)c1cc2sccc2n1Cc1nc(-c2cccc(Br)c2)oc1C | 1% | 2%
Cn1cnc2c(NCc3ccccc3)nc(NCCO)nc21 | -5% | 9%
CCOC(=O)c1cc(C)n(CC2CCC(C(=O)Nc3ccc(C(C)=O)cc3)CC2)c1C (stereo not drawn) | -6% | -11%
O=Cc1ccc(OCc2cccc3ccccc23)c(Cl)c1 | -7% | ?
O=C(CCS(=O)(=O)c1cc2c(cc1Cl)NC(=O)CO2)NCCc1ccc(Cl)cc1 | 17% | 16%
COc1ccc(-n2ccn3c(CC(C)(C)CC(=O)O)nnc3c2=O)cc1 | -19% | 87%[activator]
Cc1c(C(=O)O)oc2c(C)cccc12 | 8% | 0%
Fc1ccc(/C=N/Nc2c(Cl)cc(Cl)cc2Cl)c(F)c1 | -6% | -9%
CCOc1ccccc1CNS(=O)(=O)c1ccc2c(c1)C(C)(C)C(=O)N2C | -27% | -14%
Cc1ccc(C(=O)NCC(c2cccs2)S(=O)(=O)c2cccs2)cc1C (stereo not drawn) | ? | ?
O=C(Nc1ccccc1C(F)(F)F)c1cc(-c2ccc3c(c2)OCCO3)on1 | 40%[activator] | 6%
COC1C(C2COC3(CCCCC3)O2)OC2OC3(CCCCC3)OC21 (stereo not drawn) | -2% | -1%
CC(C)CCNC(=S)Nc1cccc(Cl)c1 | 2% | -2%
CC(=O)c1ccc(N2CCN(C(=O)c3csc(-c4ccc(C)cc4)n3)CC2)cc1 | -4% | -1%
O=C(CCC1CCCC1)NCCCCNC(=O)CCC1CCCC1 | 2% | 1%
O=C(Nc1ccc2c(c1)OCO2)C1CCN(C(=O)c2oc3ccccc3c2COc2ccccc2)CC1 | -5% | -6%

Screens from PubChem BioAssay.
